Screens (PubChem BioAssay)
GSH fluor = compound fluorescence on glutathione beads, profiling panel, artefact control, biophysical, 488/530 nm, flow cytometry; GSH beads flow cytometry, compound fluorescence 488/530 nm; hits give high values; fluorescence (KMESF) at 10 µM; actives 0.25% (n = 190,000); AID 1776, 2009; in the data active means fluorescence above about 89;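 further: glutathione beads carrying GST-tagged Bcl family fusion proteins plus one bare bead set; values are compound well signal with DMSO vehicle wells as background; inactives centre near 16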
RGS8-Gao reg = RGS8-Galphao binding modulators, primary screen, biochemical, multiplexed bead flow cytometry; Guanine nucleotide-binding protein G(o) subunit alpha (Homo sapiens), P09471; response (percent of control binding), % at 10 µM; actives lie on both sides; actives 0.34% (n = 220,000); in the data active means response below about 60% or above about 140%; inactive means in between;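 further: Galphao activated as the GDP aluminium fluoride complex binding bead-coupled RGS8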
RGS7-Gao reg = RGS7-Galphao binding modulators, primary screen, biochemical, multiplexed bead flow cytometry. actives 0.35% (n = 220,000). Guanine nucleotide-binding protein G(o) subunit alpha (Homo sapiens), P09471. AID 1439, 2008. binding response (% of control), % at 10 µM. actives lie on both sides; in the data active means binding response below about 49% or above about 150%; inconclusive means no clear call, values can overlap the other calls; inactive means in between;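 further: fluorescent Galphao held in activated GDP-AlF4 state binding bead-coupled RGS7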
Bim-Mcl-1 = inhibitors of Bim peptide binding to Mcl-1, primary screen, biochemical, bead-based flow cytometry, multiplex | Induced myeloid leukemia cell differentiation protein Mcl-1 (Homo sapiens), Q07820 | Bim peptide-Mcl-1 binding | inhibition, % at 10 µM | actives 0.1% (n = 190,000);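 further: 0% = no compound tracer wells and 100% = peptide blocker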
Target sequence (Q07820 whole entry, looked up): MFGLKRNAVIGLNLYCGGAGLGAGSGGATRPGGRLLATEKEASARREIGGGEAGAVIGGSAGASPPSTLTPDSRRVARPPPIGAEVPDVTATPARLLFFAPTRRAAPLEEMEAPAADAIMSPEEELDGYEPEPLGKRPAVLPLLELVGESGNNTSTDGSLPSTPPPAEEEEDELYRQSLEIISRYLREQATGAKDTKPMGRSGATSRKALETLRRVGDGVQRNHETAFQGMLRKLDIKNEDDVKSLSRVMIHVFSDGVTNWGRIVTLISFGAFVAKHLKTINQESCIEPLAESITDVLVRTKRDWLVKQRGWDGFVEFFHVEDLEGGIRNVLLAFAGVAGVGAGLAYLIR
Bcl-B Bim block = inhibitors of Bim-Bcl-B binding, primary screen, biochemical, multiplexed, human Bcl-2 family; bead-based flow cytometry, Bim peptide-Bcl-B binding; actives 0.073% (n = 190,000); inhibition, % at 10 µM; AID 951, 2007;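 further: 0% = tracer peptide without compound and 100% = reference inhibitor peptide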
Target sequence (Q9HD36 whole entry, looked up): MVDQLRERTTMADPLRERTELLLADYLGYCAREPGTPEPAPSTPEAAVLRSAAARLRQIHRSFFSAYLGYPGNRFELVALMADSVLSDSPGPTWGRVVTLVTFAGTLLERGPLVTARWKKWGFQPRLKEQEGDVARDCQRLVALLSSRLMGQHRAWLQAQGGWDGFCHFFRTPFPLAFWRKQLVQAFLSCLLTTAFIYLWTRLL
Bcl-W Bim block = inhibitors of Bim binding to Bcl-W, primary screen, biochemical, multiplexed, bead-based flow cytometry. AID 952, 2007. actives 0.02% (n = 190,000). Bim peptide-Bcl-W binding. inhibition, % at 10 µM;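 further: 0% = bound tracer without compound and 100% = peptide blocker; higher means less fluorescent Bim peptide bound to Bcl-W beads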
Target sequence (Q92843 whole entry, looked up): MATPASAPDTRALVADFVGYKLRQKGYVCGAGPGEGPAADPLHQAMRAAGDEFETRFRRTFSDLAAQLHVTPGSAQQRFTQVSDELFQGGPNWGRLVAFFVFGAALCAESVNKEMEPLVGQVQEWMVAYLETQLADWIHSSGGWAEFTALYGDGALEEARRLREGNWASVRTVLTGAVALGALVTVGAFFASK
RGS4-Gao reg = modulators of RGS4 binding to Galphao, primary screen, biochemical, multiplexed bead flow cytometry | Guanine nucleotide-binding protein G(o) subunit alpha (Homo sapiens), P09471 | actives lie on both sides | binding response (% of control), % at 10 µM | actives 0.33% (n = 220,000) | AID 1415, 2008; in the data active means binding response below about 49% or above about 150%; inactive means in between;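 further: fluorescent Galphao activated with aluminum fluoride binding bead-coupled RGS4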
Bcl-2 Bim block = inhibitors of Bim-Bcl-2 binding, primary screen, biochemical, multiplexed, human Bcl-2 family; Bead-based flow cytometry, Bim peptide-Bcl-2 binding; inhibition, % at 10 µM; actives 0.06% (n = 190,000); in the data active means inhibition above about 40%; inconclusive means no clear call, values can overlap the other calls;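 further: 0% = no compound wells with probe peptide and 100% = reference peptide inhibitor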
Bfl-1 Bim block = inhibitors of Bim binding to Bfl-1, primary screen, biochemical, multiplexed, bead-based flow cytometry; Bim-Bfl-1 binding inhibition; inhibition, % at 10 µM; actives 0.12% (n = 190,000); AID 1008, 2008;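 further: 0% = wells without compound plus tracer and 100% = blocker peptide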
Mcl1-Bid inh = Mcl-1/Bid binding inhibitors, primary screen, biochemical, TR-FRET, 1536-well | TR-FRET Mcl-1/Bid-Dy647 peptide binding | Induced myeloid leukemia cell differentiation protein Mcl-1 (Homo sapiens), Q07820 | inhibition, % at 21.7 µM | actives 0.97% (n = 220,000);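 active means compounds that cut the binding signal by more than half at the single screening dose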;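 further: His-tagged Mcl-1 with europium anti-His antibody binding Bid BH3 peptide; 0% = Mcl-1 plus peptide wells and 100% = peptide-only wells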
Bim-Bcl-XL = inhibitors of Bim-Bcl-XL binding, primary screen, biochemical, multiplexed, bead flow cytometry, human Bcl-XL; inhibition, % at 10 µM; Bim peptide-Bcl-XL binding, fluorescence; Bcl-2-like protein 1 (Homo sapiens), Q07817; actives 0.04% (n = 190,000)
Target sequence (Q07817 whole entry, looked up): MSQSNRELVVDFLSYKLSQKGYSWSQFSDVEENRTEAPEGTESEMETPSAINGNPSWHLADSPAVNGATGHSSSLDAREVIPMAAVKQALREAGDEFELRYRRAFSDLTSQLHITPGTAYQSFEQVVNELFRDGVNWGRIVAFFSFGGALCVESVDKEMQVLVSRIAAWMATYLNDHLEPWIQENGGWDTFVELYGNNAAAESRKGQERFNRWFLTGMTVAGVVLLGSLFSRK
* = called active by the depositor; ? = inconclusive. Unless noted, no stated cut-off is given here; in the data, active means inhibition above about 40%.

The line under a structure holds: GSH fluor, RGS8-Gao reg, RGS7-Gao reg, Bim-Mcl-1, Bcl-B Bim block, Bcl-W Bim block, RGS4-Gao reg, Bcl-2 Bim block, Bfl-1 Bim block, Mcl1-Bid inh, Bim-Bcl-XL
1. O=C(COC(=O)c1c(Cl)cccc1Cl)Nc1ccccc1Br
 : 18, 101, 99, -5, -7, -4, 102, -6, -16, 1, -5
2. CCOc1ccccc1Nc1nc2ccccc2[nH]1
 : 24, 104, 101, 0, -6, 0, 100, -5, -10, -24, -3
3. CCN(CC)CCn1c(NCc2ccc(OC)cc2)nc2ccccc21
 : 34, 98, 104, -4, -5, 0, 98, -7, -12, -21, -7
4. Cc1ccc(NCCC(=O)c2ccccc2)cc1Cl
 : 18, 101, ?, -3, -5, -3, 103, 0, -6, -31, -4
5. CCOC(=O)C1=C(C)OC(N)=C(C#N)C1c1ccc(OC)c(CSc2ccccn2)c1 (stereo not drawn)
 : 9, 98, 98, -7, -16, -14, 97, -5, 3, -11, -5
6. Cc1ccc(S(=O)(=O)N2CCCC(C(=O)NCCCN3CCCCC3C)C2)cc1 (stereo not drawn)
 : 16, 99, 97, -3, 1, -2, 94, 0, 0, -16, 0
7. COc1ccc([N+](=O)[O-])cc1NC(=O)Nc1ccc(OC)c(OC)c1
 : 10, 97, 93, -6, -1, -2, 96, -1, 3, -9, 0
8. Cn1ccnc1C(=O)c1ccc(NN)c([N+](=O)[O-])c1
 : 17, 96, 100, -2, -7, -1, 101, -1, -1, -35, -2
9. O=C1N/C(=C\c2ccccc2)c2ccccc21
 : 28, 96, 94, 3, -4, 0, 95, -3, -8, -36, 0
10. Cn1nc(C(F)(F)F)c(C(=O)Nc2ccc(F)cc2)c1Cl
 : 11, 99, 100, 1, 1, 1, 103, 0, 0, -3, 0
11. CN(C)S(=O)(=O)c1cc(C(=O)NCC2CCCO2)c(Cl)cc1Cl (stereo not drawn)
 : 35, 104, 101, -3, -11, -2, 104, -12, -17, -4, -18
12. CN(CC(=O)NCc1cccnc1)S(=O)(=O)c1ccc2c(c1)c(=O)n(C)c(=O)n2C
 : 16, 103, 105, 0, 0, 3, 104, -6, -5, 8, 0
13. CCCNc1nc(NCC)nc(OC)n1
 : 24, 99, 95, -1, -2, 0, 94, -1, -2, -3, -4
14. COc1ccc(CNC(=O)C2CCC(CNc3nc(=S)[nH]c4ccccc34)CC2)cc1 (stereo not drawn)
 : 11, 101, 101, 0, -7, -2, 101, 0, -4, 14, 0
15. CN(c1ccccc1)S(=O)(=O)c1cccc(NC(=O)CC(C)(C)C)c1
 : 6, 105, 102, -2, -2, -1, 101, -1, 0, -38, -3

The last two entries of the section before open the next one:
The line under a structure holds: GSH fluor, RGS8-Gao reg, RGS7-Gao reg, Bim-Mcl-1, Bcl-B Bim block, Bcl-W Bim block, RGS4-Gao reg, Bcl-2 Bim block, Bfl-1 Bim block, Mcl1-Bid inh, Bim-Bcl-XL
14. COc1ccc(CNC(=O)C2CCC(CNc3nc(=S)[nH]c4ccccc34)CC2)cc1 (stereo not drawn)
 : 11, 101, 101, 0, -7, -2, 101, 0, -4, 14, 0
15. CN(c1ccccc1)S(=O)(=O)c1cccc(NC(=O)CC(C)(C)C)c1
 : 6, 105, 102, -2, -2, -1, 101, -1, 0, -38, -3
16. Cc1cc(C)c(S(=O)(=O)N(C)CC(=O)NC2CCCC2)c(C)c1
 : 16, 101, 100, -6, -1, 0, 99, -2, -1, -1, 0
17. CCOC(=O)CC(=O)CSc1nc2sc(C)cc2c(=O)n1Cc1ccco1
 : 31, 98, 97, -1, -9, 0, 101, -9, -11, -12, -3
18. Cc1ccsc1C1C(C#N)=C(N)OC2=C1C(=O)CCC2 (stereo not drawn)
 : 10, 103, 103, 0, 0, -1, 102, 1, 2, -40, -1
19. CCSc1ncc(/C=N/Nc2ccc([N+](=O)[O-])cc2)n1C
 : 31, 96, 93, -3, -8, -1, 95, -3, -16, 41, -3
20. CCN(C(=O)COC(=O)c1ccc(Cl)cc1N)C1CCCCC1
 : 13, 99, ?, 0, 0, 2, 99, 1, -2, -11, -2
21. Cc1cccc(CS(=O)(=O)Cc2ccc(C(=O)NCC3CCCO3)o2)c1 (stereo not drawn)
 : 47, 101, 101, 0, -8, 5, 103, -8, -12, 1, -1
22. CCOc1ccc(/C=N/n2c(SC)nnc2-c2ccccc2)cc1OCC
 : 8, 102, 104, -1, -5, 10, 108, -1, -10, 0, -3
23. O=C(Cc1ccccc1)NCC(=O)OCC(=O)c1ccccc1Cl
 : 17, 100, ?, -7, 0, -3, 100, -3, 2, 2, -3
24. Cc1nn(-c2ccc(F)cc2)c(C)c1NS(=O)(=O)c1ccc(Cl)cc1
 : 31, 101, 99, -3, -9, -2, 98, -13, -12, 11, -17
25. CN(C)C(/C=C/Nc1ccc(F)cc1F)=C(C#N)C#N
 : 13, 103, 103, -1, 0, 0, 100, 0, 0, -20, -2
26. Cc1cc(Cl)ccc1OCc1nc(-c2ccc(O)cc2)n[nH]1
 : 20, 93, 94, -1, -4, -1, 93, 1, 2, 4, -3
27. COC(=O)Cn1c(=NC(=O)CSCC(=O)NC2CCCCC2)sc2cc(OC)ccc21
 : 16, 101, 101, 4, -3, 5, 101, 1, -6, -7, 1
28. COC(=O)c1cc(=O)n(Cc2ccc(OC)cc2)c(=NCc2ccc(OC)cc2)s1
 : 12, 104, 104, -5, -3, -3, 108, -3, -5, 3, -1
29. Cc1cccc(N2C(=O)C3CCC(c4ccccc4)CC3C2=O)c1 (stereo not drawn)
 : 7, 105, 103, -1, 0, -2, 102, 2, 0, -11, 0
30. CCOC(=O)c1c(NC(=O)CNCCOC)sc2c1CCCC2
 : 18, 102, 103, -5, -6, -5, 104, -1, -7, -18, -5

(listing goes on)
The line under a structure holds: GSH fluor, RGS8-Gao reg, RGS7-Gao reg, Bim-Mcl-1, Bcl-B Bim block, Bcl-W Bim block, RGS4-Gao reg, Bcl-2 Bim block, Bfl-1 Bim block, Mcl1-Bid inh, Bim-Bcl-XL
31. COc1ccc(NC(=O)Nc2ccc(C(=O)N3CCOCC3)cc2)cc1
 : 25, 102, 94, 0, -6, -2, 90, -10, -15, 5, -2
32. CCOc1ccc(NS(=O)(=O)c2ccc(NC(=S)NC(C)=O)cc2)cc1
 : 14, 107, 103, -4, -8, -7, 103, -5, -9, -46, -5
33. Cc1ccc(-n2cnnn2)cc1Cl
 : 11, 100, 100, 0, -1, 0, 100, 1, -3, 0, 0
34. CSc1nc2sc3c(c2c(=O)n1C1CCCCC1)CCN(C)C3
 : 23, 101, 102, -2, 2, -1, 101, 0, 1, -28, 0
35. Cc1ccc(C(=O)Nc2ccc3c4c(cccc24)CC3)cc1[N+](=O)[O-]
 : 13, 100, 102, -1, -2, -3, 102, -8, -7, 9, -3
36. Cc1ccc(CN2CCSCC2)c(C)c1
 : 12, 102, 99, 0, -7, -4, 100, -4, 0, 12, -3
37. O=C(CC1C(=O)NCCN1Cc1ccc(-c2ccccc2)cc1)NCCCn1cccn1 (stereo not drawn)
 : 50, 102, 104, -4, -4, 0, 106, -7, -15, -12, -4
38. O=c1c2cnn(-c3ccc(F)cc3)c2ncn1Cc1ccccn1
 : 39, 100, 95, -3, -6, -3, 99, -11, -15, -4, -8
39. Cc1ccc(S(=O)(=O)N(C)C)cc1NC(=S)N1CCN(Cc2ccc3c(c2)OCO3)CC1
 : 12, 101, ?, -2, -8, 0, 99, -2, -2, -36, 0
40. Cc1ccccc1CS(=O)(=O)Cc1ccc(C(=O)NCCCN2CCOCC2)o1
 : 60, 102, 104, 0, -9, 3, 102, -6, -11, -1, -2
41. CCOc1ccc(C(=O)Nc2ccc3c(c2)OCCO3)cc1OC
 : 48, 103, 114, 1, -11, 0, 104, -4, -10, -13, -11
42. COc1ccccc1C(=O)Nc1ccccn1
 : 24, 103, 96, 0, -3, 3, 101, -7, -8, -9, -5
43. Cc1cc(/C=N/NC(=O)c2cccc(N(C)C)c2)c(C)n1-c1cc(C(=O)O)cc(C(=O)O)c1
 : 20, 94, 96, -4, -5, 0, 97, 6, -2, -22, 0
44. CCN(CC)c1ccc(/C=N\N2CCN(Cc3ccc(C)cc3)CC2)cc1
 : 20, 103, 106, 0, -3, 0, 105, 0, -5, -88, -2
45. NCCCSC1=NCCCN1
 : 16, 100, 103, 2, -2, 0, 101, -4, -7, -5, -1

More results
The line under a structure holds: GSH fluor, RGS8-Gao reg, RGS7-Gao reg, Bim-Mcl-1, Bcl-B Bim block, Bcl-W Bim block, RGS4-Gao reg, Bcl-2 Bim block, Bfl-1 Bim block, Mcl1-Bid inh, Bim-Bcl-XL
46. CN(C)C(=O)CSc1nnc(-c2cnccn2)n1C
 : 14, 88, 95, -4, -4, -6, 103, 1, 2, -5, -7
47. O=C(Nc1cc2c(oc1=O)CCCC2=O)c1ccccc1
 : 30, 103, 103, -5, -11, -4, 105, -12, -17, -30, -7
48. CC(Oc1ccc2oc3ccccc3c2c1)C(=O)NC12CC3CC(CC(C3)C1)C2 (stereo not drawn)
 : 17, 103, 105, -4, -11, -7, 103, -10, -12, -21, -10
49. Cc1ccc(-n2c(SCC(=O)NC3CCCCC3)nc3c(c2=O)SCC3)cc1
 : 26, 98, 101, -1, -8, 0, 99, -5, -8, -20, -6
50. COc1cccc(NC(=O)COC(=O)/C=C/c2ccc(Cl)cc2Cl)c1
 : 13, 99, 104, 1, -2, -3, 94, -4, -12, -12, -4
51. Cc1ccc(SCCC(=O)N2CCC(C(N)=O)CC2)cc1
 : 58, 97, 96, -1, -7, 0, 96, -8, -11, -69, -2
52. C=C1C(C(=O)N2CCOCC2)C1C(=O)N1CCOCC1 (stereo not drawn)
 : 57, 100, 98, -1, 0, -1, 97, 0, 3, -10, 2
53. COC(=O)c1cc(COc2ccc3c4c(c(=O)oc3c2)CCC4)c(C)o1
 : 18, 98, 102, 0, -1, -1, 102, -3, 0, -7, 0
54. CCOc1ccc2nc(NCCNC(=O)C(C)(C)C)c(C)cc2c1
 : 14, 105, 98, -5, -5, -2, 102, -2, -7, -4, -1
55. CC(C)C(=O)Nc1ccc(NC(=O)c2cccnc2)cn1
 : 24, 99, 100, -2, -3, -2, 100, 0, 0, -14, -2

Rows were taken by chance; 1.8% or so of the library scored in one or more.
